Bioassay records: PubChem, several laboratories
GalR3 antag – GalR3 antagonists in HEK293 cells, primary screen, cell-based, fluorescence readout; AID 651719, 2012; HEK293 GalR3-CNG cAMP membrane potential fluorescence; galR3 body fused to GalR1 C-terminus; 360,000 tested, 0.44% active; Galanin receptor type 3 (Homo sapiens), O60755; inhibition, % at 3 µM;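 active = inhibition above the screen-wide average plus 3 SD, cut at about 13% in these data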;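 note: forskolin and galanin both at EC90 stimulate the cells; cAMP rise reported by CNG channel membrane potential dye signal; 0% = forskolin plus galanin with DMSO and 100% = forskolin alone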
Target sequence (O60755 1-299 limits assumed): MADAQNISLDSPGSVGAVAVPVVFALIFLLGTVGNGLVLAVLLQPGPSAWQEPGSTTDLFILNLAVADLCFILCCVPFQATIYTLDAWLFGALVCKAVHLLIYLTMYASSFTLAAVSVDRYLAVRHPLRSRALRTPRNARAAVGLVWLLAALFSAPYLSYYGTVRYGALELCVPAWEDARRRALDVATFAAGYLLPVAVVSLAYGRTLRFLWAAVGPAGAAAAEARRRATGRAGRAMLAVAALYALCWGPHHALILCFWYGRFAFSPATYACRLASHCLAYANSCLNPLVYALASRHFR
CRFBP-R2 block – antagonists of CRF-BP/CRF-R2 complex, primary screen, cell-based, HEK293, calcium dye fluorescence, uHTS; CRF-induced calcium fluorescence; inhibition, % at 11.8 µM; 350,000 tested, 0.59% active;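 active = inhibition of the ligand-induced calcium signal above about 50% at the single tested concentration, limit read from the data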
CRFR2-BP ag – agonists of CRF-BP/CRF-R2 complex, primary screen, cell-based, HEK293, calcium dye fluorescence, uHTS; calcium dye fluorescence (FLIPR); percent of saturating CRF peptide response; activation, % at 13.2 µM; 350,000 tested, 0.46% active;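 active = activation of at least 50%, plus an integration ratio under a set limit after plate pattern correction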;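 note: plate controls were neutral control wells without compound for no effect and CRF at EC100 for full effect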
The depositor's hits bear a star.

no.	GalR3 antag	CRFBP-R2 block	CRFR2-BP ag	compound
1	-2	27	-0.3	CC(NC(=O)c1ccccc1F)c1nnc(SCC(=O)Nc2nnc(C3CC3)s2)n1C (centres undefined)
2	0	32	-2.1	N#CC1(NC(=O)CSc2nc3ccc([N+](=O)[O-])cc3s2)CCCCC1
3	-3	-1	0.0	CCOc1ccc(S(=O)(=O)N2CCOCC2)cc1NC(=O)CN1C(=O)NC(C)(c2ccc(C)cc2)C1=O (centres undefined)
4	0	-17	-0.8	COc1ccccc1S(=O)(=O)Nc1ccc2nc(C)sc2c1
5	0	-8	-0.5	CCCN(C(=O)c1ccc(OCC(C)C)cc1)c1c(N)n(Cc2ccccc2)c(=O)[nH]c1=O
6	-4	9	0.1	CCOC(=O)CC1c2nc3ccccc3cc2CN1C(=O)OCC (centres undefined)
7	-6	-6	-2.3	O=C(Nc1ccc(N2CCOCC2)cc1N1CCOCC1)c1ccccc1
8	0	0	-1.6	CC1CCN(S(=O)(=O)c2cc(C(=O)NC3(C)CCS(=O)(=O)C3)ccc2Br)CC1 (centres undefined)
9	-3	-4	-0.9	COc1ccccc1N(CCC#N)C(=O)CSc1nnc2ccccn12
10	-4	1	-0.8	COC(=O)c1cc(C(=O)OCC(=O)NCc2cccs2)cc([N+](=O)[O-])c1
11	1	10	0.7	O=C(COC(=O)/C=C/c1ccc(F)cc1)Nc1ccc2[nH]c(=O)[nH]c2c1
12	-5	-16	3.8	O=C(O)C1=C2C(=O)Nc3cccc(c32)C2(C1)C(=O)Nc1ccccc12 (centres undefined)

Additional records follow.
no.	GalR3 antag	CRFBP-R2 block	CRFR2-BP ag	compound
13	-7	14	-0.9	N#Cc1ccccc1OCC(=O)OCC(=O)NC1CCCC1
14	-6	2	0.8	O=C(C[C@H]1C(=O)N(Cc2ccccc2)C[C@@H]1Cc1ccccc1)Nc1ccc(Br)cc1
15	2	4	0.0	CNc1snc(C)c1C(=O)OC(C)C(=O)Nc1cccc(OC)c1 (centres undefined)
16	1	-7	0.0	Cc1nnc(SCC(=O)Nc2ccc(N3CCOCC3)cc2)n1Cc1ccccc1
17	-7	2	-0.3	CCN1CCN(c2ccccc2NC(=O)c2ccc(-n3cccn3)cc2)CC1
18	-7	3	-0.6	O=C1CSc2ccc(C(=O)N3CCCCC3)cc2N1
19	-5	2	-2.4	C#CCOCCOCCOCCNc1nc(N2CCOCC2)nc(N2CCN(C(=O)[C@H](CC(N)=O)n3cc(C(N)[C@@H](C)CC)nn3)CC2)n1 (some centres undefined)
20	1	-8	3.5	O=C(COc1ccccc1Cl)NNC(=O)c1ccc2nc[nH]c2c1
21	0	12	0.8	Cc1cc([N+](=O)[O-])ccc1N
22	-3	-6	0.8	CN1CCN(c2ccc(-c3cccc(NC(=O)COc4ccc(Cl)cc4)c3)nn2)CC1
23	-6	-15	5.9	O=C(C1CCN(S(=O)(=O)c2cccs2)CC1)N1CCN(c2ccccc2O)CC1
24	0	-2	6.2	C=CCNc1nc(C(=O)OCC(=O)Nc2cc(S(C)(=O)=O)ccc2Cl)cs1

Following part.
no.	GalR3 antag	CRFBP-R2 block	CRFR2-BP ag	compound
25	-5	-1	2.4	Cc1c(C(=O)Nc2nccs2)oc2ccc(Br)cc12
26	-4	11	-4.5	COc1ccc(/C=C/C(=O)OCC(=O)NCc2ccccc2Cl)cc1OC
27	0	8	-3.5	O=C(CSCc1ccc(F)cc1)Nc1ccc(N2CCOCC2)cc1N1CCOCC1
28	-3	-1	3.1	N#Cc1ccsc1NC(=O)CSc1nncs1
29	-3	1	0.1	CCOC(=O)C1CCCN(C(=O)C2COc3ccccc3O2)C1 (centres undefined)
30	5	4	2.1	CCc1noc(C)c1C(=O)N(CC(C)C)c1c(N)n(Cc2ccccc2)c(=O)[nH]c1=O
31	-5	-1	-0.8	CN(C)c1ccc(S(=O)(=O)N2CCCCC2)cc1NC(=O)CCNC(=O)c1ccc(Cl)cc1
32	-7	6	2.5	C[C@@H]1CCCCO[C@H](CN(C)Cc2ccc(C(=O)O)cc2)[C@@H](C)CN([C@H](C)CO)C(=O)c2cc(N(C)C)ccc2O1
33	-5	-5	-2.4	CCCC(CC)Sc1nc2c([nH]1)c(=S)n(C)c(=O)n2C (centres undefined)
34	-3	-10	-0.3	O=C(CCCN1C(=O)/C(=C/c2ccccc2OC(F)F)SC1=S)Nc1cccnc1
35	-7	-1	-1.1	C[C@H]1CN([C@@H](C)CO)C(=O)CCCn2nncc2CO[C@@H]1CN(C)S(=O)(=O)c1ccc(-n2cccn2)cc1
36	-4	-12	0.5	CC(C)C[C@@H](CN1CCC[C@@H]1CN1C(=O)C(=O)NC[C@@H]1Cc1ccccc1)N1C[C@H](Cc2ccc(O)cc2)N(CC2CCCCCC2)C(=O)C1=O

Carrying on:
no.	GalR3 antag	CRFBP-R2 block	CRFR2-BP ag	compound
37	-8	-18	-1.4	O=C(CN1CCN(C(=O)CCC(=O)N2CCC(c3ccccc3)=N2)CC1)Nc1cccc(F)c1
38	-5	31	-1.0	COC(=O)[C@@]1(C)[C@H]2C(=O)N(Cc3ccccc3)C(=O)[C@H]2[C@H]2CN=C(SCc3ccc(C)cc3)N21
39	-1	13	-1.8	O=C(COc1coc(CN2CCN(c3ccccc3)CC2)cc1=O)Nc1cccc(F)c1
40	-4	-3	17	O=C(NCCN1CCCCC1)c1cccc2c1C(=O)c1ccc(N3CCCC3)cc1S2(=O)=O
41	-7	12	0.1	O=C(CCNS(=O)(=O)c1ccc(Cl)cc1)NCCc1ccccc1
42	-1	4	0.6	O=C(COC(=O)c1ccc(O)cc1)Nc1cc(C(F)(F)F)ccc1N1CCOCC1
43	-7	-37	9.5	COc1ccc(/C=C2\C(=O)NC(=O)c3ccccc32)cc1OC
44	-1	-11	1.0	CCc1ccccc1OCC(=O)Nc1ccc(F)c(S(=O)(=O)N2CCOCC2)c1
45	0	-11	0.2	O=C(NCCS(=O)(=O)NCCc1ccccc1)c1ccc2c(c1)OCO2
46	-5	4	-0.1	O=C(CC1SC(N2CCCCC2)=NC1=O)Nc1ccc(C(=O)O)cc1 (centres undefined)
47	2	9	-0.9	C/C(=N\NC(=O)c1ccccc1-n1cccc1)c1ccccn1
48	-4	1	0.8	COc1cccc(N2CCN(S(=O)(=O)c3ccc4ccccc4c3)CC2)c1

The list goes on.
no.	GalR3 antag	CRFBP-R2 block	CRFR2-BP ag	compound
49	-7	-5	-1.7	CC1=C(C(=O)N(C)C)CC(CC(=O)NCCCN(C)C)C(=O)N1Cc1ccc(C(C)(C)C)cc1 (centres undefined)
50	-5	6	0.1	COc1ccc(C2=CC(=O)C[C@H](c3ccc(OC)c(OC)c3)C2)cn1
51	-8	4	0.2	O=C(Nc1ccc(F)c(F)c1)c1ccccc1
52	0	8	0.0	OCC[C@H]1C[C@@H](O)[C@H](O)[C@]2(CCc3ccccc3CO2)O1
53	-3	6	-1.4	CC(OC(=O)c1ccc(NC(=O)CC#N)cc1)C(=O)NCCC1=CCCCC1 (centres undefined)
54	-5	-5	0.2	CCn1c(CCC(N)=O)nnc1SCC(=O)c1cc(C)n(C2CC2)c1C
55	-4	-8	-0.9	COc1ccc(NC(=O)CCNC(=O)N2CC(=O)Nc3ccccc32)cc1
56	-2	-1	4.0	Cc1cn([C@H](C(=O)NCCCCCCCCCCC(=O)N2CCNCC2)[C@@H](C)O)nn1
57	7	11	-1.1	CCOc1cc(/C=N/NC(=O)N/N=C/c2ccc(O)c(OCC)c2)ccc1O
58	-4	-5	0.5	O=C(CNc1ccccc1Cl)Nc1cc(S(=O)(=O)N2CCOCC2)ccc1Cl
59	-4	2	-1.9	CCC(=O)NC(C)c1cc(Cl)c2cccnc2c1O (centres undefined)
60	-4	-9	-0.4	CC(C)COC(=O)N(C)C[C@H]1OCc2cnnn2CCCC(=O)N([C@H](C)CO)C[C@@H]1C

Going on with the list:
no.	GalR3 antag	CRFBP-R2 block	CRFR2-BP ag	compound
61	9	0	1.1	COCO/C=C(\NC(C)=O)c1ccccc1
62	-2	3	-2.2	CCc1ccc(OCC(=O)NNC(=O)c2ccc(-n3cncn3)c([N+](=O)[O-])c2)cc1
63	-4	6	0.3	CC1CCN(C(=O)COC(=O)c2cc([N+](=O)[O-])ccc2N2CCOCC2)CC1
64	-3	2	1.9	CC(=O)c1c(C)[nH]c(C(=O)COc2ccc3ccc(=O)oc3c2)c1C
65	-4	-4	0.1	Cc1ccc(S(=O)(=O)N2CCN(C(=O)c3ccccc3OCc3c(C)noc3C)CC2)cc1C
66	-2	-14	3.5	CN(CC(=O)Nc1ccc(F)cc1)C(=O)c1ccc(OCc2ccccc2)cc1
67	-2	-1	-1.9	CC(OC(=O)c1cccc(S(=O)(=O)N2CCOCC2)c1)C(=O)NCC1CCCCC1 (centres undefined)
68	0	-9	-1.2	CCN(C[C@H]1N[C@@](C)(C(=O)OC)[C@H]2C(=O)N(C)C(=O)[C@@H]12)C(=O)Nc1ccc(OC)cc1
69	-4	-2	-1.8	COc1cccc(NC(=O)CN2C(=O)NC(CCc3ccccc3)C2=O)c1 (centres undefined)
70	-5	3	-0.4	CSc1nsc(NN)n1
71	-2	-13	6.1	O=C(CCCN=C1NS(=O)(=O)c2ccccc21)OCC(=O)c1ccccc1
72	0	-4	6.4	CCCCn1c(N)c(N(CCOC)C(=O)CCNC(=O)c2ccc(Cl)cc2)c(=O)[nH]c1=O

4 compounds picked at random from the list so far:
no.	GalR3 antag	CRFBP-R2 block	CRFR2-BP ag	compound
65	-4	-4	0.1	Cc1ccc(S(=O)(=O)N2CCN(C(=O)c3ccccc3OCc3c(C)noc3C)CC2)cc1C
64	-3	2	1.9	CC(=O)c1c(C)[nH]c(C(=O)COc2ccc3ccc(=O)oc3c2)c1C
66	-2	-14	3.5	CN(CC(=O)Nc1ccc(F)cc1)C(=O)c1ccc(OCc2ccccc2)cc1
68	0	-9	-1.2	CCN(C[C@H]1N[C@@](C)(C(=O)OC)[C@H]2C(=O)N(C)C(=O)[C@@H]12)C(=O)Nc1ccc(OC)cc1

Remaining list, next part
no.	GalR3 antag	CRFBP-R2 block	CRFR2-BP ag	compound
73	-2	-2	5.0	Cc1noc(NS(=O)(=O)c2ccc(NC(=O)c3cc(S(=O)(=O)Nc4ccc(F)cc4)ccc3Cl)cc2)c1C
74	-3	1	0.4	CCOC(=O)C1CCCN(C(=O)c2cn(-c3ccccc3)nc2-c2cccnc2)C1 (centres undefined)
75	-9	11	1.8	C=CC[C@@H](CC(=O)N(CCO)Cc1ccccc1)C(=O)NC[C@H](OC(=O)[C@@H](CC=C)Cc1ccc(F)cc1)c1ccccc1
76	-6	-6	0.0	CCCCC1CCC(C(=O)N(C)CC(=O)Nc2cccc(OC)c2)CC1 (centres undefined)
77	4	7	-0.3	O=C(Nc1cccc(Cl)c1)c1nc[nH]c1C(=O)N1CCN(c2ccccc2)CC1
78	-5	-7	0.5	COc1cccc(NC(=O)CN2C(=O)NC(C)(C3CC3)C2=O)c1 (centres undefined)

Of the compounds above, 12 have an aryl methoxy group:
no.	GalR3 antag	CRFBP-R2 block	CRFR2-BP ag	compound
4	0	-17	-0.8	COc1ccccc1S(=O)(=O)Nc1ccc2nc(C)sc2c1
9	-3	-4	-0.9	COc1ccccc1N(CCC#N)C(=O)CSc1nnc2ccccn12
15	2	4	0.0	CNc1snc(C)c1C(=O)OC(C)C(=O)Nc1cccc(OC)c1 (centres undefined)
26	-4	11	-4.5	COc1ccc(/C=C/C(=O)OCC(=O)NCc2ccccc2Cl)cc1OC
43	-7	-37	9.5	COc1ccc(/C=C2\C(=O)NC(=O)c3ccccc32)cc1OC
48	-4	1	0.8	COc1cccc(N2CCN(S(=O)(=O)c3ccc4ccccc4c3)CC2)c1
50	-5	6	0.1	COc1ccc(C2=CC(=O)C[C@H](c3ccc(OC)c(OC)c3)C2)cn1
55	-4	-8	-0.9	COc1ccc(NC(=O)CCNC(=O)N2CC(=O)Nc3ccccc32)cc1
68	0	-9	-1.2	CCN(C[C@H]1N[C@@](C)(C(=O)OC)[C@H]2C(=O)N(C)C(=O)[C@@H]12)C(=O)Nc1ccc(OC)cc1
69	-4	-2	-1.8	COc1cccc(NC(=O)CN2C(=O)NC(CCc3ccccc3)C2=O)c1 (centres undefined)
76	-6	-6	0.0	CCCCC1CCC(C(=O)N(C)CC(=O)Nc2cccc(OC)c2)CC1 (centres undefined)
78	-5	-7	0.5	COc1cccc(NC(=O)CN2C(=O)NC(C)(C3CC3)C2=O)c1 (centres undefined)

Not all compounds are listed; the hit share may differ from the screen's.
